Assay outcomes from PubChem BioAssay.
GSTO1 counter: counter-screen for RBBP9 inhibitors: inhibitors of human GSTO1 | P78417 | recombinant GSTO1, activity-based probe fluorescence polarization | inhibition, % at 5.96 µM | actives 1.1% (n = 300,000);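 active = inhibition above the campaign mean inhibition plus 3 SD, cut at about 35% in these data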;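 also: 0% = GSTO1-1 with DMSO and 100% = wells lacking GSTO1-1 enzyme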
PAFAH2 inh: PAFAH2 (human) inhibition; inhibition, % at 3.39 µM; recombinant PAFAH2, FP-rhodamine activity probe, fluorescence polarization; Q99487; actives 0.99% (n = 340,000);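 active = inhibition above the mean over all tested compounds plus 3 SD, cut at about 30% in these data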;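 also: inhibitors block probe labeling of enzyme so polarization drops; 0% = enzyme with DMSO and 100% = wells lacking PAFAH2 protein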
pPAFAH inh: inhibitors of human plasma PAF acetylhydrolase (pPAFAH); recombinant pPAFAH, FP-rhodamine probe fluorescence polarization; inhibition, % at 3.39 µM; actives 1.5% (n = 330,000);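 active = inhibition above the mean inhibition across the screen plus 3 SD, cut at about 25% in these data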;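 also: inhibitors block binding of the rhodamine activity-based probe so polarization drops; 0% = enzyme with DMSO and 100% = wells lacking pPAFAH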
Target sequence (Q13093 whole entry, looked up): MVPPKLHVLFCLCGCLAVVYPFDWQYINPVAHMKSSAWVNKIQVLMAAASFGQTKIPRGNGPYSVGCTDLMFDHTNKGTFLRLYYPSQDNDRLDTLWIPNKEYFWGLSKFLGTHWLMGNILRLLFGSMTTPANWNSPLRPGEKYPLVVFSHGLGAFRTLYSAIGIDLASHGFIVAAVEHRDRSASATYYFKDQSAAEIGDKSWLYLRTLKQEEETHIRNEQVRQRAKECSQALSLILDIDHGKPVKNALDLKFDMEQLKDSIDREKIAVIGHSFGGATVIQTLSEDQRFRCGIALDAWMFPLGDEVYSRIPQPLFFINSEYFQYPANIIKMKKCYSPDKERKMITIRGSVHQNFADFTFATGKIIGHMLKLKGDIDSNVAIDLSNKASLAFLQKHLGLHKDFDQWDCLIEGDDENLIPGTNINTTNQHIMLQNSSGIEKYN
LYPLA1 inh: counter-screen for PME1 inhibitors: inhibitors of human LYPLA1; O75608; recombinant LYPLA1, FP-Rh probe fluorescence polarization; inhibition, % at 5.9 µM; actives 0.16% (n = 320,000);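 active = inhibition above the mean of all tested compounds plus 3 SD, set per campaign, cut at about 14% in these data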;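 also: inhibitors block serine hydrolase probe labeling of LYPLA1 so polarization falls; 0% = enzyme with DMSO and 100% = wells lacking LYPLA1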
PAFAH1B3 FP inh: blocks human PAF acetylhydrolase 1B catalytic subunit 3; recombinant PAFAH1B3, FP-rhodamine probe, fluorescence polarization; inhibition, % at 3.39 µM; actives 0.28% (n = 340,000);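 active = inhibition above the screen-wide average of all tested compounds plus 3 SD, cut at about 25% in these data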;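 also: 0% = enzyme with DMSO only and 100% = wells lacking PAFAH1B3 protein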
Target sequence (Q15102 whole entry, looked up): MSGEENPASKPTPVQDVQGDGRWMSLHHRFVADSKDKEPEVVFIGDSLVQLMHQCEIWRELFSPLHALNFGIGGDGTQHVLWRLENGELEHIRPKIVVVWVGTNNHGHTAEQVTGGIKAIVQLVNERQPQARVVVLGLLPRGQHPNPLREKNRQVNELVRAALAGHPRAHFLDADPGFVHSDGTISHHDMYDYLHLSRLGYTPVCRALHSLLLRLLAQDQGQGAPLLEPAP
LYPLA2 counter: blocks human lysophospholipase 2, a PME1 counter-screen. actives 0.38% (n = 320,000). O95372. AID 2177. inhibition, % at 5.9 µM. recombinant LYPLA2, FP-Rh probe fluorescence polarization;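 active = inhibition above the screen-wide mean plus 3 SD, limit set per campaign, cut at about 26% in these data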;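 also: 0% = LYPLA2 with DMSO and 100% = wells lacking LYPLA2 enzyme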
Target sequence (O95372 whole entry, looked up): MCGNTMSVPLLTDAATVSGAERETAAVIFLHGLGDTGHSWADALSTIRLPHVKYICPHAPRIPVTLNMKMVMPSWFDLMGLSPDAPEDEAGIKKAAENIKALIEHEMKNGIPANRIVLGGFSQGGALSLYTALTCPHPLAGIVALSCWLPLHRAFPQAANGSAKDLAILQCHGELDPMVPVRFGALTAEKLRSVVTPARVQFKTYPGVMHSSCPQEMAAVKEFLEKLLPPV
PAFAH1B2 inh: blocks human PAF acetylhydrolase 1b catalytic subunit 2; P68402; recombinant PAFAH1B2, FP-rhodamine activity probe, fluorescence polarization; inhibition, % at 3.39 µM; actives 1.2% (n = 340,000);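 active = inhibition above the mean of all tested compounds plus 3 SD, cut at about 24% in these data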;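 also: 0% = enzyme with DMSO and 100% = wells lacking PAFAH1B2; many of its hits are not listed in these tables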
PAD4 FP inh: PAD4 (human) enzyme inhibition; Q9UM07; recombinant PAD4, RCA probe fluorescence polarization; inhibition, % at 6.36 µM; actives 0.41% (n = 330,000);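 active = percent inhibition above a cutoff equal to the mean of all tested compounds plus 3 SD, cut at about 15% in these data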;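 also: 0% = PAD4 with RCA probe and DMSO and 100% = probe without PAD4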
PREPL inh: inhibits the human prolyl oligopeptidase-like enzyme; actives 0.68% (n = 320,000); Q4J6C6; recombinant PREPL, fluorescence polarization activity-based probe; inhibition, % at 5.96 µM; in the data active = inhibition above about 43%;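 also: 0% = enzyme with DMSO and 100% = wells lacking enzyme; many of its hits are not listed in these tables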
The depositor's hits bear a star; / = not tested or not shown. Only part of the results is shown. The share of hits here may be higher or lower than overall.

SMILES	GSTO1 counter	PAFAH2 inh	pPAFAH inh	LYPLA1 inh	PAFAH1B3 FP inh	LYPLA2 counter	PAFAH1B2 inh	PAD4 FP inh	PREPL inh
Cc1cc(C)n(CC(O)COc2ccc(C(C)(C)C)cc2)n1 (configuration not stated)	-4.2	12.6	4.7	0.9	-5.2	-1.8	2.6	-2.2	9.8
CC(C)CC(NC(=O)C(COCc1ccccc1)NC(=O)OC(C)(C)C)C(=O)NN (configuration not stated)	-8.4	2.2	6.2	-1.9	1.8	-6.0	0.2	3.6	12.2
C[C@@H]1C(=O)O[C@H]2C[C@@]34[C@H]5C[C@@H](C(C)(C)C)[C@]36[C@@H](OC(=O)[C@@H]6O)O[C@@]4(C(=O)O5)[C@]21O	3.8	-1.7	3.6	1.7	9.3	5.2	6.8	-2.2	-0.6
FC(F)(F)c1cc(CCN2CCNC[C@@H]2CC2CCCCC2)cc(C(F)(F)F)c1	/	18.7	-2.5	/	5.4	/	4.8	-0.5	18.4
COc1ccc(OCC(=O)NNC(=O)c2cc3ccccc3o2)cc1	1.7	-3.3	1.8	0.9	3.0	4.0	3.1	0.0	4.7
COc1cccc(CN(CC(=O)NC2CCCC2)C(=O)CCC(=O)Nc2cc(C)on2)c1	1.3	-8.5	-1.7	3.6	6.2	5.3	5.1	0.1	-6.8
COc1ccccc1C(=O)NCCC(=O)N1CCCC(C(F)(F)F)C1 (configuration not stated)	2.7	5.1	-0.7	-1.7	5.2	5.2	4.4	2.2	4.2
COc1c(C)cc(C(=O)C2CCCN(C(=O)Cn3nc(C)nc3C)C2)cc1C (configuration not stated)	-0.3	6.7	0.7	2.0	2.7	1.4	-7.8	-0.1	-4.8
O=C(OCc1nnc(-c2ccccc2)o1)c1cccc(-n2cnnn2)c1	8.0	46.8*	-6.4	3.4	5.6	10.5	3.5	-1.7	6.3
CCc1ccc(N(C(=O)CNC(=O)c2ccco2)C(C(=O)NCC2CCCO2)c2ccccc2)cc1 (configuration not stated)	0.3	-3.6	-4.2	-1.5	1.7	1.0	-3.7	-3.0	4.1
O=C(NCC1CCCO1)C1CCN(S(=O)(=O)c2ccccc2)CC1 (configuration not stated)	2.4	-5.2	-1.0	8.0	-3.7	5.4	4.0	-4.2	0.4
CN(C)CCCNC(=O)c1ccc(Cl)c(S(=O)(=O)N(C)c2ccccc2)c1	-2.2	-2.3	-0.2	2.0	-0.5	2.6	7.2	-0.5	-13.9
CC1(C)CC(=O)c2cc(OCC(=O)O)ccc2O1	1.5	-3.3	-5.5	0.8	-1.1	0.8	1.4	-0.9	14.4
c1ccc(-c2ccccn2)nc1	0.0	1.3	-10.5	2.0	-2.3	-1.3	0.8	-11.7	4.3
Cc1ccc(C(=O)NC2CC(C)(C)NC(C)(C)C2)cc1	8.7	-0.7	-0.3	5.2	1.2	10.4	-0.1	3.2	13.0
CN1CCN(C(=O)CN(CCc2ccccc2)S(C)(=O)=O)CC1	13.4	-11.8	-8.2	1.5	5.1	1.7	2.7	-0.9	-7.9
CC(=O)Nc1ccc(NC(=O)C(C)OC(=O)CNS(=O)(=O)c2ccc(Br)cc2Cl)cc1 (configuration not stated)	0.8	-5.1	3.3	-0.3	1.8	-0.7	8.6	-2.5	3.9
O=C(CCN1C(=O)/C(=C/c2cccc(Br)c2)SC1=S)NNC(=O)c1cccnc1	-2.9	10.9	-0.1	1.2	8.8	-3.3	-2.0	-19.7	-33.1
O=C(NCCCNC(=O)c1cncc(O)c1)c1cncc(O)c1	7.1	-1.1	-3.0	-1.7	6.0	-5.8	3.9	-3.2	-16.8
CCn1c(=O)cc(OCC(=O)Nc2nc(C)cs2)c2ccccc21	0.3	4.6	3.3	3.0	4.2	-0.7	4.9	0.1	-10.5
O=C(NCc1ccccn1)c1cc(S(=O)(=O)N2CCCCCC2)ccc1Cl	0.1	-3.7	2.4	0.2	0.6	3.0	7.5	-3.5	2.7
Fc1ccc(N2N=C(c3cccs3)CC2c2ccco2)c(F)c1 (configuration not stated)	5.1	6.5	1.4	-1.2	9.2	1.8	5.9	2.0	1.5
Cc1cccc(Cc2c(C)nc3nc(SCC(=O)NCc4ccco4)nn3c2C)c1	5.9	7.1	1.8	-2.9	1.2	-2.9	4.8	-3.1	-8.3
Clc1ccc(OCCn2ccnc2)c2ccccc12	-4.5	1.9	-0.2	-4.3	6.3	-3.5	1.8	-1.5	-7.5
O=C(Cn1cc(C(F)(F)F)cc(Cl)c1=O)Nc1cccc(S(=O)(=O)N2CCCCC2)c1	/	3.4	0.1	-2.2	2.6	-0.3	1.9	2.6	-1.0
CN(C)C(=O)C(=O)c1cccn1-c1ccccc1C#N	-2.5	-8.3	-1.2	0.8	2.2	2.2	3.0	-4.4	0.0
CN(C)C(=O)c1cc(C(=O)c2c(F)cccc2F)c[nH]1	-6.3	0.1	-3.1	-3.3	2.9	1.2	1.2	-8.0	12.0
CCC(C)(C)NC(=O)C(c1cccn1C)N(C(=O)Cn1nnc2ccccc21)c1ccc(OC)cc1OC (configuration not stated)	0.0	-14.6	3.4	-0.6	-1.2	2.0	-3.5	-4.7	-0.5
O=C1OCCC1Sc1nc2ccccc2c(=O)n1Cc1ccccc1 (configuration not stated)	-8.4	-0.9	2.3	4.1	6.4	0.8	2.7	1.1	-9.4
CN(C)c1ccc(CNn2cnnc2SCC(=O)NC(C)(C)C)cc1	5.6	-1.7	3.2	2.6	5.2	4.6	9.7	-0.8	11.2
O=S(=O)(Cc1cc(Sc2ccccc2)nc(-c2ccccc2)n1)c1ccccc1	-9.9	0.7	-2.7	-4.9	2.3	-3.1	2.3	-8.0	3.5
NC(=O)C1CCN(C(=O)c2ccc3ccccc3c2)CC1	4.2	-0.3	2.0	-0.2	9.0	-6.7	0.4	-1.7	-3.4
O=C(CN1CCOCC1)NN1CC(=O)N(c2ccc(Cl)cc2)CC1=O	0.1	-1.2	-4.6	1.7	6.2	-3.5	-1.3	-3.1	16.6
CCN(CC)c1ccc(/C=N/n2c(=S)[nH]nc(C)c2=O)cc1	-0.2	2.5	-0.9	-0.5	1.9	1.3	4.6	0.1	1.8
CCOC(=O)c1c(-c2ccc(C)s2)csc1NC(=O)c1cccs1	4.7	-11.6	-4.7	1.2	2.9	8.0	2.4	-2.8	12.8
CC(C)=CCN1CCN(Cc2cccc3c2OCO3)CC1CCO (configuration not stated)	4.7	15.2	3.2	-0.8	-1.2	7.3	2.4	3.1	3.5
Cc1ccc(CNC(=O)C2CCN(S(=O)(=O)N3CCCCC3)CC2)cc1	3.2	0.9	3.6	2.1	4.1	5.5	0.9	1.6	4.0
CCc1ccc(NC(=O)CNC(=O)[C@@H]2Cc3ccccc3CN2)cc1	-0.4	8.8	2.8	-1.9	11.4	-2.6	3.9	0.7	7.5
COCCNC(=O)Nc1ccc2nc(-c3ccco3)c(-c3ccco3)nc2c1	69.1*	35.8*	75.6*	-3.4	26.5*	-2.5	12.1	22.0*	39.5
CN(C(=O)c1cccc(NC(=O)Cc2ccc([N+](=O)[O-])cc2)c1)C1CCCCC1	/	-0.7	0.6	/	5.5	/	7.0	-1.0	14.1

Single entries from the list.
In LYPLA2 counter, CCOC(=O)c1c(-c2ccc(C)s2)csc1NC(=O)c1cccs1 has 8.0
In PAFAH1B3 FP inh, CC(C)=CCN1CCN(Cc2cccc3c2OCO3)CC1CCO (configuration not stated) has -1.2

Next section.
SMILES	GSTO1 counter	PAFAH2 inh	pPAFAH inh	LYPLA1 inh	PAFAH1B3 FP inh	LYPLA2 counter	PAFAH1B2 inh	PAD4 FP inh	PREPL inh
O=C(CNC(=S)N(CCCN1CCOCC1)Cc1cccs1)N1CCCC1	10.2	9.5	-0.4	0.5	-2.2	1.3	-3.6	0.7	5.4
O=C(C1COc2ccccc2O1)N1CCN(c2ccccn2)CC1 (configuration not stated)	-2.4	2.1	3.2	-0.6	9.0	9.6	-1.9	-2.4	12.1
CCC(=O)NNc1nc2c(C)c(C)ccc2s1	2.4	6.8	3.8	0.8	4.4	8.5	4.4	-3.2	-10.6
Nc1c2c(=O)oc(-c3ccccc3)cc2nn1-c1ccccc1	-5.2	-6.1	5.6	-1.8	2.3	-2.3	7.1	-3.1	12.5
Cn1cnnc1SCC(=O)c1ccc2c(c1)CCCC2	30.2	1.9	8.9	-1.9	10.2	2.3	1.7	-1.3	4.1
O=C(NCc1ccccc1)c1ccc(-c2ccccc2F)o1	-2.3	0.2	-7.8	-3.4	2.4	3.3	-0.5	0.2	-4.8
CCOc1cc(CNc2ccc3cn[nH]c3c2)ccc1OC	17.9	1.2	0.3	-5.9	7.0	-9.1	6.5	-7.6	12.8
O=C(O/N=C1\CCS(=O)(=O)c2sccc21)C1CC1	-7.3	81.3*	7.2	4.2	2.4	4.6	-0.8	0.0	4.9
Cc1csc(SCC(=O)N2CCCC2)n1	-7.7	3.1	-3.2	-4.9	5.0	-0.1	2.2	1.1	-3.0
CCC(C)(C)NC(=O)C(c1ccncc1)N(C(=O)Cn1nnc2ccccc21)c1cc2c(cc1C(C)=O)OCO2 (configuration not stated)	9.4	7.0	2.4	0.5	-3.5	-0.1	2.4	-1.0	17.7
C/C(N)=C(/C#N)C(=O)COC(=O)c1cc2c(s1)CCCC2	22.9	0.7	-1.9	-1.1	-3.3	10.7	7.0	3.8	9.0
Cc1cc(NC(=O)c2ccc(Cl)cc2)n(CCOC(=O)c2ccc(Cl)cc2)n1	-0.6	-10.2	0.9	-3.0	0.8	-0.7	16.6	-7.2	-15.4
CCOc1ccc(NC(=O)COc2ccc(C(=O)NC(C)c3ccc(S(N)(=O)=O)cc3)cc2OC)cc1 (configuration not stated)	-3.6	7.5	1.2	-2.5	-3.2	1.6	-2.4	-0.6	-10.1
COc1ccccc1NC(=O)CN1CCSc2ccccc21	22.6	-6.6	-2.1	3.5	14.9	7.5	1.2	-0.4	9.4
Fc1cccc(Nc2nc(-c3ccncc3)nc3ccccc23)c1	-1.9	-7.8	-2.5	-3.8	8.6	4.2	5.5	-3.9	6.8
Cc1ccc(CS(=O)(=O)c2ncc(Cl)c(C(=O)Nc3ccc(OC(F)F)cc3)n2)cc1	-23.0	-8.1	-3.5	-10.4	-5.3	-25.2	0.9	-5.8	-33.8
CC(C)(C)OC(=O)NCCCCCC(=O)N/N=C/c1coc2ccccc2c1=O	17.2	4.7	-2.2	-2.0	2.6	1.7	1.4	0.8	15.1
CCN(C(=O)COC(=O)C1=COCCO1)c1ccccc1	/	-1.9	3.7	2.4	4.6	4.6	6.8	2.0	4.0
CCOC(=O)N1CCC(NC(=O)c2cc(COc3ccccc3SC)on2)CC1	0.5	1.5	3.6	-3.2	1.7	6.6	-3.2	-1.0	2.5
CC1COc2ccccc2N1C(=O)c1cccnc1Cl (configuration not stated)	-8.1	1.2	-2.6	4.6	3.8	2.2	5.7	-5.6	-4.8
CCOC(=O)Cn1c(-c2ccc(OC)cc2)c(-c2ccc(OC)cc2)nnc1=O	-0.3	-2.3	-4.5	1.6	10.8	2.4	4.1	1.5	8.0

Single records (already shown). Order of screens: GSTO1 counter	PAFAH2 inh	pPAFAH inh	LYPLA1 inh	PAFAH1B3 FP inh	LYPLA2 counter	PAFAH1B2 inh	PAD4 FP inh	PREPL inh
CC1COc2ccccc2N1C(=O)c1cccnc1Cl (configuration not stated) is listed as -8.1	1.2	-2.6	4.6	3.8	2.2	5.7	-5.6	-4.8
COc1ccccc1NC(=O)CN1CCSc2ccccc21 is listed as 22.6	-6.6	-2.1	3.5	14.9	7.5	1.2	-0.4	9.4
